Large T inhibition – SV40 large T antigen inhibitors, biochemical (AID 1903); SV40 large T antigen ATPase/helicase inhibition assay; higher % means a stronger effect; inhibition, % at 20 µM; hits with a dose series show IC50 in µM; actives 0.39% (n = 310,000); in the data active = a potency from the dose series; also: strong numbers were not always called active
HIV peptide binding – inhibitors of HIV fusion peptide binding, primary screen, biochemical, uHTS, fluorescence dequenching (AID 1986); inhibition, % at 20 µM; hits with a dose series show IC50 in µM; cell-free peptide binding, fluorescence dequenching, 30 min; higher % means a stronger effect; actives 0.3% (n = 290,000); in the data active = inhibition mostly above about 52%, no sharp cut-off; inactive = mostly below about 76%; also: some results filed as inactive read as strong as hits
XIAP displacement – XIAP antagonists, biochemical, IAP family, fluorescence polarization (AID 1018) | E3 ubiquitin-protein ligase XIAP (Homo sapiens) | XIAP BIR domain, fluorescence polarization peptide displacement; higher % means a stronger effect | displacement, % at 20 µM, or IC50 in µM where a hit was titrated | actives 0.007% (n = 200,000); in the data active = displacement above about 50%; also: a part of the inactive calls stands beside numbers as strong as those of hits
NS5 inhibitors – Dengue-2 NS5 methyltransferase inhibitors, primary screen, biochemical, confirmation dose response (AID 588689); Genome polyprotein (Dengue virus type 2 (strain 16681-PDK53)); Dengue-2 NS5 methyltransferase capping enzyme assay, biochemical; higher % means a stronger effect; inhibition, % at 25 µM, or IC50 in µM where a hit was titrated; actives 0.3% (n = 340,000); in the data active = a potency from the dose series
MgcRacGAP inhibition – MgcRacGAP GTPase-activating activity inhibitors, confirmation, biochemical, ADP Hunter fluorescence. Rac GTPase-activating protein 1 (Homo sapiens). inhibition, % at 30 µM; hits with a dose series show IC50 in µM. MgcRacGAP-stimulated Rac1 GTP hydrolysis, ADP Hunter fluorescence; higher % means a stronger effect; GST-tagged Rac1 F28L mutant substrate. actives 0.6% (n = 340,000);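 active = first-screen hits whose inhibition reached a set limit at any dose in the follow-up dose series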;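 also: fluorescence reports GDP produced by GAP-driven GTP hydrolysis; strong numbers were not always called active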
Siah-1 displacement – Siah-1 peptide-binding antagonists, primary screen, biochemical, fluorescence polarization, rhodamine-plectin, uHTS (AID 1817); E3 ubiquitin-protein ligase SIAH1 (Homo sapiens); Siah-1 / rhodamine-plectin peptide fluorescence polarization; higher % means a stronger effect; displacement, % at 20 µM, or IC50 in µM where a hit was titrated; actives 0.02% (n = 290,000);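 active = displacement of at least 50% at 20 µM, with a fluorescence ratio check between 0.3 and a set limit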;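 also: plate controls were Siah plus tracer with DMSO for no effect and tracer alone without Siah for full effect; strong numbers were not always called active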
AID2073 – inhibitors of Mint1-CaV2.2 protein interaction, biochemical, HTRF (AID 2073). Voltage-dependent N-type calcium channel subunit alpha-1B (Homo sapiens). HTRF protein-protein interaction, Mint1-CaV2.2; higher % means a stronger effect. inhibition, % at 20 µM; hits with a dose series show IC50 in µM. actives 0.19% (n = 290,000); in the data active = inhibition mostly above about 51%, no sharp cut-off; also: some results filed as inactive read as strong as hits
RSV CPE inhibition – RSV antiviral activity via CPE protection, HEp-2 cells, primary 10 µM value included (AID 2391) | HEp-2 cells, RSV-induced CPE inhibition; higher % means a stronger effect | one-dose CPE inhibition, % at 10 µM; IC50 in µM for titrated hits | actives 0.13% (n = 310,000); in the data active = a potency from the dose series; also: strong numbers were not always called active
LYP phosphatase – inhibitors of LYP phosphatase, biochemical, fluorescence intensity, uHTS (AID 1779). inhibition, % at 11.5 µM, or IC50 in µM where a hit was titrated. Tyrosine-protein phosphatase non-receptor type 22 (Homo sapiens). actives 0.054% (n = 290,000). recombinant LYP phosphatase, fluorescence intensity; higher % means a stronger effect; in the data active = inhibition above about 50%;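 also: plate controls were vehicle with enzyme for no effect and no enzyme for full effect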
The depositor's hits bear a star. Not a hit list; overall some 1.7% were active at least once.

For COc1ccccc1C(=O)NNC(=O)c1nn(Cc2ccccc2)c(=O)c2ccccc12 the results were Large T inhibition 3.5%, HIV peptide binding -1.9%, XIAP displacement -5.0%, NS5 inhibitors 0.0%, MgcRacGAP inhibition 3.8%, Siah-1 displacement -2.4%, AID2073 11.7%, RSV CPE inhibition 1.4% and LYP phosphatase -4.1%.
`CNC(=S)Nc1cc(OC)ccc1OC` gave Large T inhibition 4.1%, HIV peptide binding -0.4%, XIAP displacement -2.2%, NS5 inhibitors 3.5%, MgcRacGAP inhibition 6.9%, Siah-1 displacement -0.7%, AID2073 23.6%, RSV CPE inhibition -0.7% and LYP phosphatase -1.6%.
Screening COc1ccc2[nH]cc(C(=O)N3CCCCC3)c(=O)c2c1 returned Large T inhibition 16.5%, HIV peptide binding 2.1%, XIAP displacement -2.5%, NS5 inhibitors 0.8%, MgcRacGAP inhibition 9.5%, Siah-1 displacement -5.1%, AID2073 5.3%, RSV CPE inhibition 1.1% and LYP phosphatase -1.1%.
Screening CC(=O)N1c2ccc(S(=O)(=O)N3CCCC(C(=O)Nc4cc(C)cc(C)c4)C3)cc2CC1C (stereo not drawn) returned HIV peptide binding 0.7%, NS5 inhibitors 0.0%, MgcRacGAP inhibition -1.9%, Siah-1 displacement -3.3%, AID2073 6.1%, RSV CPE inhibition 1.2% and LYP phosphatase -10.0%.
For O=C(c1ccc(F)cc1)N1CCCC(C(=O)N2CCCCC2)C1 (stereo not drawn) the results were Large T inhibition 1.8%, HIV peptide binding -1.9%, NS5 inhibitors -11.4%, MgcRacGAP inhibition 9.4%, Siah-1 displacement -3.9%, AID2073 5.8%, RSV CPE inhibition 0.6% and LYP phosphatase -13.0%.
For O=C(O)CN1C(=O)C(=O)N(Cc2c(F)cccc2Cl)C1=O the results were Large T inhibition 0.1%, HIV peptide binding -2.0%, NS5 inhibitors -5.5%, MgcRacGAP inhibition -0.6%, Siah-1 displacement -5.1%, AID2073 11.4%, RSV CPE inhibition 3.6% and LYP phosphatase -6.4%.
CCOc1ccc(-c2n[nH]c(=S)o2)cc1 was read as Large T inhibition 13.7%, HIV peptide binding -0.8%, XIAP displacement -0.1%, NS5 inhibitors -5.5%, MgcRacGAP inhibition 19.2%, Siah-1 displacement 1.3%, AID2073 19.2%, RSV CPE inhibition -1.5% and LYP phosphatase -10.9%.
COc1ccc(NC(=O)CSc2nnc(-c3ccccc3C)n2N)cc1OC was read as Large T inhibition 20.4%, HIV peptide binding 1.3%, XIAP displacement -4.3%, NS5 inhibitors -5.5%, MgcRacGAP inhibition 3.3%, Siah-1 displacement -5.2%, AID2073 5.2%, RSV CPE inhibition 0.1% and LYP phosphatase -6.5%.
Screening O=C(NCCN1CCOCC1)C1CCCN(S(=O)(=O)c2ccc(F)cc2)C1 (stereo not drawn) returned Large T inhibition 15.2%, HIV peptide binding -0.2%, NS5 inhibitors -0.7%, MgcRacGAP inhibition 5.6%, Siah-1 displacement 2.8%, AID2073 -4.8%, RSV CPE inhibition 1.4% and LYP phosphatase -11.4%.
COC(=O)c1cc(S(=O)(=O)NCc2ccc(S(N)(=O)=O)cc2)oc1C was read as Large T inhibition 1.9%, HIV peptide binding 1.4%, NS5 inhibitors -9.3%, MgcRacGAP inhibition 2.2%, Siah-1 displacement 19.7%, AID2073 6.8%, RSV CPE inhibition 1.1% and LYP phosphatase -4.3%.
COC(=O)c1ccc(OC(=O)c2nn(C)cc2Cl)c(OC)c1 was read as Large T inhibition 10.8%, HIV peptide binding -0.6%, XIAP displacement -0.4%, NS5 inhibitors 5.7%, MgcRacGAP inhibition 4.1%, Siah-1 displacement 0.1%, AID2073 -2.6%, RSV CPE inhibition 4.3% and LYP phosphatase -0.7%.
Nc1n[nH]c2c1C1(CCCC1)Cc1ccccc1-2 was read as Large T inhibition -1.6%, HIV peptide binding 0.2%, XIAP displacement -4.3%, NS5 inhibitors 7.5%, MgcRacGAP inhibition 16.2%, Siah-1 displacement -3.5%, AID2073 4.6%, RSV CPE inhibition 3.8% and LYP phosphatase -3.0%.
O=C(Cc1ccccc1)N1CCC(C(=O)N2CCN(c3ccc(F)cc3)CC2)CC1 was read as Large T inhibition 21.7%, HIV peptide binding 1.1%, XIAP displacement -3.3%, NS5 inhibitors 5.9%, MgcRacGAP inhibition 6.9%, Siah-1 displacement -2.2%, AID2073 -2.7%, RSV CPE inhibition 3.6% and LYP phosphatase -3.8%.
For Nc1c(NCCN2CCOCC2)c2ccccc2oc1=O the results were Large T inhibition 5.2%, HIV peptide binding -1.5%, XIAP displacement 0.1%, NS5 inhibitors -4.1%, MgcRacGAP inhibition 14.7%, Siah-1 displacement 3.3%, AID2073 -15.1%, RSV CPE inhibition 2.0% and LYP phosphatase 3.2%.
For Cc1ccc(C(=O)OCC(=O)NC2CCCCC2)s1 the results were Large T inhibition 8.6%, HIV peptide binding 0.4%, XIAP displacement -7.1%, NS5 inhibitors -1.5%, MgcRacGAP inhibition 5.5%, Siah-1 displacement 0.0%, AID2073 -6.1%, RSV CPE inhibition -1.5% and LYP phosphatase -3.9%.
For CC(C)CCOP(=O)(c1ccc(N(C)C)cc1)C(O)c1ccc(Cl)cc1Cl (stereo not drawn) the results were Large T inhibition 11.4%, HIV peptide binding 1.9%, NS5 inhibitors -3.3%, MgcRacGAP inhibition -0.4%, Siah-1 displacement 0.8%, AID2073 17.0%, RSV CPE inhibition -0.5% and LYP phosphatase 6.0%.
`CC(=O)CCC(=O)NCCc1ccccc1F` gave Large T inhibition 3.7%, HIV peptide binding 0.4%, XIAP displacement -2.8%, NS5 inhibitors 1.1%, MgcRacGAP inhibition 8.4%, Siah-1 displacement 0.9%, AID2073 3.9%, RSV CPE inhibition 0.3% and LYP phosphatase -7.2%.
`Cc1ccccc1-c1nnn(CC(=O)N(C)CC(=O)Nc2ccccc2C(F)(F)F)n1` gave Large T inhibition 8.3%, NS5 inhibitors 8.1%, MgcRacGAP inhibition -2.6% and RSV CPE inhibition -2.0%.
`Cc1ccccc1Cn1cc(NC(=O)CCCn2nc([N+](=O)[O-])cc2C)cn1` gave Large T inhibition 8.4%, HIV peptide binding -1.3%, XIAP displacement -3.0%, NS5 inhibitors -11.1%, MgcRacGAP inhibition 0.3%, Siah-1 displacement 6.0%, AID2073 -10.6%, RSV CPE inhibition 2.3% and LYP phosphatase -1.1%.
Fc1ccc(C2NC(=S)NC3=C2N2CCC3CC2)cc1 (stereo not drawn) was read as Large T inhibition 8.5%, HIV peptide binding -2.3%, XIAP displacement -3.3%, NS5 inhibitors -4.9%, MgcRacGAP inhibition 0.5%, Siah-1 displacement -4.3%, AID2073 -38.5%, RSV CPE inhibition 0.5% and LYP phosphatase -1.0%.
Screening CCC(C)(C)NC(=S)Nc1ccc(-c2nc3ccc(C)cc3s2)cc1 returned Large T inhibition -3.0%, HIV peptide binding 1.8%, XIAP displacement 0.7%, NS5 inhibitors -0.7%, MgcRacGAP inhibition 4.5%, Siah-1 displacement -3.2%, AID2073 10.2%, RSV CPE inhibition 2.6% and LYP phosphatase -3.8%.
`COc1ccc2[nH]c3c(c2c1)CCN1C(=O)N([C@@H](C)C(=O)NC2CCN(Cc4ccccc4)CC2)C(=O)[C@]31C` gave Large T inhibition 18.4%, HIV peptide binding 3.0%, NS5 inhibitors -2.8%, MgcRacGAP inhibition 5.1%, Siah-1 displacement -9.7%, AID2073 9.8%, RSV CPE inhibition 1.1% and LYP phosphatase -8.7%.
Cc1occc1-c1n[nH]c(=S)n1-c1ccccc1 was read as Large T inhibition 13.1%, HIV peptide binding 3.0%, XIAP displacement -4.1%, NS5 inhibitors -0.7%, MgcRacGAP inhibition 9.9%, Siah-1 displacement 9.9%, AID2073 1.9%, RSV CPE inhibition 1.1% and LYP phosphatase -11.4%.
For Cc1ccccc1NC(=O)CCCCCN1C(=O)[C@@H]2Cc3ccccc3CN2C1=O the results were Large T inhibition 3.9%, HIV peptide binding 0.8%, NS5 inhibitors -7.3%, MgcRacGAP inhibition -1.6%, Siah-1 displacement 0.4%, AID2073 1.5%, RSV CPE inhibition 5.3% and LYP phosphatase -9.9%.
Cc1cc(N(C)C)nc(SC(C)C)n1 was read as Large T inhibition 5.2%, HIV peptide binding 2.9%, XIAP displacement -2.8%, NS5 inhibitors -2.0%, MgcRacGAP inhibition 0.3%, Siah-1 displacement -2.1%, AID2073 4.5%, RSV CPE inhibition 1.8% and LYP phosphatase 0.5%.
O=C(NCc1ccc(F)cc1)C(Cc1ccccc1)n1cccc1 (stereo not drawn) was read as Large T inhibition 61.2%, HIV peptide binding -0.2%, NS5 inhibitors -17.2%, MgcRacGAP inhibition -1.2%, Siah-1 displacement 7.9%, AID2073 -7.2%, RSV CPE inhibition 3.6% and LYP phosphatase -1.7%.
`CC(C)[C@H](NC(=O)c1ccccc1Cl)C(=O)OCC(=O)NC(=O)NC1CCCC1` gave Large T inhibition 21.8%, HIV peptide binding -0.8%, NS5 inhibitors 1.6%, MgcRacGAP inhibition 1.3%, Siah-1 displacement -2.2%, AID2073 6.7%, RSV CPE inhibition 2.7% and LYP phosphatase -8.0%.
Screening O=C(OCCN1CCCCC1)c1ccccc1F returned Large T inhibition 5.4%, HIV peptide binding 2.0%, NS5 inhibitors -7.8%, Siah-1 displacement 2.0%, AID2073 -6.6%, RSV CPE inhibition 1.3% and LYP phosphatase -6.2%.
For Cc1ccc2[nH]c(=O)c(CN(Cc3cccs3)S(=O)(=O)c3ccc4c(c3)OCCO4)cc2c1 the results were Large T inhibition 1.4%, HIV peptide binding 1.6%, XIAP displacement -2.9%, NS5 inhibitors 1.5%, MgcRacGAP inhibition 6.5%, Siah-1 displacement -0.5%, AID2073 -5.4%, RSV CPE inhibition 1.9% and LYP phosphatase 1.4%.
CCOC(=O)c1[nH]c(C)c(C(=O)Nc2ccccc2C)c1C was read as Large T inhibition 2.7%, HIV peptide binding -1.2%, XIAP displacement -8.9%, NS5 inhibitors -7.3%, MgcRacGAP inhibition 6.7%, Siah-1 displacement -1.9%, AID2073 -5.4%, RSV CPE inhibition 2.3% and LYP phosphatase 0.9%.
O=C(Nc1nnc(-c2ccccc2Cl)o1)c1ccco1 was read as Large T inhibition 24.1%, HIV peptide binding 0.9%, XIAP displacement -1.8%, NS5 inhibitors -6.4%, MgcRacGAP inhibition 6.0%, Siah-1 displacement 3.9%, AID2073 11.8%, RSV CPE inhibition 1.3% and LYP phosphatase 2.5%.
For Cc1ccccc1S(=O)(=O)Cc1ccc(C(=O)N2CCN(c3ncccn3)CC2)o1 the results were Large T inhibition 2.9%, HIV peptide binding -0.6%, XIAP displacement -0.1%, NS5 inhibitors 3.8%, MgcRacGAP inhibition 4.9%, Siah-1 displacement -2.5%, AID2073 -11.0%, RSV CPE inhibition -1.2% and LYP phosphatase -5.0%.

High-throughput results deposited in PubChem by several laboratories.
